S1P4 antag: blocks the human S1P4 receptor; inhibition, % at 4.98 µM; AID 1510; 220,000 tested, 0.26% active; O95977; S1P4-expressing cells, antagonist mode, reporter read-out; in the data active = inhibition above about 29%;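 also: 0% = wells stimulated with agonist and 100% = vehicle wells without agonist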
TRPML3 agonist: activates the human TRPML3 channel; Q8TDD5; HEK293 TRPML3-YFP, Fluo-8 calcium fluorescence; 100% = the carbachol control signal; activation, % at 3 µM; 220,000 tested, 0.29% active;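 active = activation above its plate's cutoff, the mean activation of the plate's test wells plus 3 SD, cut at about 12% in these data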;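 also: 0% = DMSO only wells and 100% = carbachol wells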
Target sequence (Q8TDD5 whole entry, looked up): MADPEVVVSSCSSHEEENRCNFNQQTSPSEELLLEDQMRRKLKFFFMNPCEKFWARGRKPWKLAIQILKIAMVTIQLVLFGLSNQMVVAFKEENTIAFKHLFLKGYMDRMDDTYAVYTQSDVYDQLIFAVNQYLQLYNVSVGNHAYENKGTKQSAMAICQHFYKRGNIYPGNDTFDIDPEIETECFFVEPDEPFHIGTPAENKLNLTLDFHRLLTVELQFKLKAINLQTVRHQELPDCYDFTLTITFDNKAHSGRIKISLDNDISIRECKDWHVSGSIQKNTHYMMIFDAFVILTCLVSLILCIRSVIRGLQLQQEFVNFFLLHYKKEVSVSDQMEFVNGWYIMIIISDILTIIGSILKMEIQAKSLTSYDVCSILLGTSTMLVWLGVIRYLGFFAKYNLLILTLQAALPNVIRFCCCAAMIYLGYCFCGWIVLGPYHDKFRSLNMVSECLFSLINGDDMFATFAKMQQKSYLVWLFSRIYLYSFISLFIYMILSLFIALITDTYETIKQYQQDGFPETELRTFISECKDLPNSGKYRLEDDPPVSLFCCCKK
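Material: HEK293 cells stably carrying human TRPML3-YFP; compound dosing: single dose, 3 µM final nominal compound, 0.3% DMSO final; incubation: 1-h 37 °C dye load, 5-s basal, 120-s post-compound reads; technique: Fluo-8 intracellular calcium fluorescence, excitation 470-495 nm, emission 515-575 nm; read-out basis: percent activation from peak-to-basal fluorescence ratio, scaled between DMSO and carbachol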
BaF3 parental: counter-screen for JAK2V617F inhibitors: parental Ba/F3 viability inhibitors | CellTiter-Glo ATP luminescence | inhibition, % at 5.6 µM | 220,000 tested, 1.1% active | AID 1486;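 active = inhibition above a per-campaign cutoff, the mean inhibition of all tested compounds plus 3 SD, cut at about 27% in these data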;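 also: 0% = DMSO wells and 100% = JAK Inhibitor I control wells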
Calpain2 inh: inhibitors of pig calpain II | purified calpain II, fluorogenic peptide substrate, 30 min | inhibition, % at 16 µM | 220,000 tested, 0.37% active | AID 1236;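 active = inhibition above about 50%, limit read from the data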
S1P4 ag: activates the human S1P4 receptor. O95977. S1P4-expressing cell line, agonist reporter assay. activation, % at 4.98 µM. 220,000 tested, 0.35% active; in the data active = activation above about 11%;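 also: 0% = DMSO vehicle and 100% = reference agonist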
EP2 modulator: modulators of human EP2 prostaglandin E2 receptor | P43116 | EP2-expressing cells, cAMP HTRF FRET, PGE2 co-stimulation | induction, % at 25 µM | 260,000 tested, 0.83% active | AID 940;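 active = compounds whose cAMP rise, as percent of the full-agonist control response, exceeds 60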;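 also: rat C6 glioma line stably carrying human EP2 under a CMV promoter; the protocol text gives 20 µM as final concentration; 100% = response of wells given 1 µM PGE2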
Target sequence (P43116 whole entry, looked up): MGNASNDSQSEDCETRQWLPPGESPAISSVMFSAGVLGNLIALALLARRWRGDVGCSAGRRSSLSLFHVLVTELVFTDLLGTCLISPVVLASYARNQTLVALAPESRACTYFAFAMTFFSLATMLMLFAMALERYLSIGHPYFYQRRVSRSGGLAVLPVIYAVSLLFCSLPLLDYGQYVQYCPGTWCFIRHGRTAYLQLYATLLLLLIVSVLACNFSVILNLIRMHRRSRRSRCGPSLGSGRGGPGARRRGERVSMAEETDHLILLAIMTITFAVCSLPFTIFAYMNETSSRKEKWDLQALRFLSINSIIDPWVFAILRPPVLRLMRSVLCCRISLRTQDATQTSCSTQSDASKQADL
Ba/F3 V617F tox: lowers viability of Ba/F3 cells expressing EpoR and JAK2V617F | ATP luminescence | inhibition, % at 5.6 µM | 220,000 tested, 1.1% active;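 active = inhibition above the campaign mean plus 3 SD over all tested compounds, cut at about 24% in these data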;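 also: cytokine-independent growth of Ba/F3 cells driven by EpoR plus mutant JAK2; 0% = DMSO-treated cells and 100% = JAK inhibitor I control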
PERK inhibitor: blocks human PERK kinase. CHO PERK-DD fusion, SEAP luminescence translation reporter. 220,000 tested, 0.17% active. AID 1416. inhibition, % at 5.6 µM;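 active = inhibition above the mean inhibition of all tested compounds plus 3 SD, set separately per screening campaign, cut at about 2.9% in these data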;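 also: PERK kinase domain activated by AP20187 dimerizer at 100 nM; 0% = DMSO with dimerizer and 100% = rapamycin at 8.4 µM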
zfTRPN1 agonist: agonists of zebrafish TRPN1 channel | HEK293 zebrafish TRPN1-YFP, Fluo-8 calcium fluorescence; 100% = response to 87 µM carbachol | activation, % at 3 µM | 220,000 tested, 0.18% active;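 active = activation above its plate's cutoff, the mean activation of test wells on that plate plus 3 SD, cut at about 19% in these data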;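 also: 0% = DMSO alone and 100% = 87 µM carbachol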
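Control set: carbachol 87 µM as high control, DMSO as low control; system: HEK293 stable line with zebrafish TRPN1-YFP; read-out: % activation versus carbachol response; detection: intracellular calcium fluorescence with Fluo-8; doses: single test compound dose, 3 µM nominal, 0.3% DMSO; schedule: dye 1 h 37 °C plus 30 min RT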
The depositor's hits bear a star; i = inactive; nt = not tested or not shown; & = joins results of further samples. Rows are unselected, and some 3.6% of all compounds hit somewhere here.

SMILES	S1P4 antag	TRPML3 agonist	BaF3 parental	Calpain2 inh	S1P4 ag	EP2 modulator	Ba/F3 V617F tox	PERK inhibitor	zfTRPN1 agonist
Cc1ccc(N2C(=O)C3C(C2=O)N2CCCN2C3c2ccccc2)cc1C (stereo not given)	1	0.3	9	-11	-0.7	-8	3	1.1	-0.4
CCn1c(C)nc2cc(C(=O)NNS(=O)(=O)c3ccc(C)cc3C)ccc21	0	0.6	2	-22	-0.7	7	-3	1.3	-0.3
Cc1ccc2nc(-c3ccc(NC(=O)CN4CCN(c5ccccn5)CC4)cc3)sc2c1	-14	2.3	2	-70	-0.1	-31	-3	-2.0	7.3
CCC(=O)N/N=C/c1ccc(OS(=O)(=O)c2ccccc2)cc1	4	1.0	3	2	-2.6	-52	0	0.6	0.5
CCn1c(CNC(=O)c2ccco2)nnc1SCC(=O)c1ccc(OC)cc1	14	-0.3	9	8	0.2	0	1	0.9	1.7
NC(=O)[C@@H]1CCCNc2c(I)cc([N+](=O)[O-])cc2C(=O)N[C@@H](CO)C(=O)NCC(=O)N1	3	0.1	4	-9	1.0	46	-1	0.2	0.7
O=C(N/N=C/c1ccc(OC(=O)c2cccs2)cc1)c1cccc(F)c1	-4	-0.4	6	-64	-2.1	-17	-3	1.8	1.6
C/C(=N/NC(=O)c1sc(NS(=O)(=O)c2ccccc2)nc1C)c1ccccc1	-2	-0.1	9	-31	-1.5	2	2	0.6	1.2
O=C(NC1(C(F)(F)F)NC(=O)N(Cc2ccccc2)C1=O)c1cccs1 (stereo not given)	3	0.4	2	nt	-0.9	nt	0	0.1	0.2
COc1ccc(C(=O)Oc2cccnc2)cc1OC	-14	0.6	-1	-25	0.0	22	-4	0.9	-0.5
COC(=O)c1cn(CCOc2ccc(C)cc2)c2ccccc12	-28	0.2	5	-28	-3.4	24	-1	-0.6	-1.2
Cc1cccc(NC(=O)CSc2nnc(CSc3nc(C)cc(C)n3)o2)c1	-16	0.6	2	11	0.8	24	0	0.6	1.6
C=CCn1cccc(C(=O)Nc2ccc(OC)cc2OC)c1=O	-11	1.3	4	6	-0.1	-15	-1	-0.4	2.1
Cc1cc(C)n(CC(=O)c2ccccc2)c(=O)c1C#N	-8	0.1	-2	13	2.1	14	-2	0.4	0.8
COC(=O)Cc1c(C)c2c(OCc3nn[nH]n3)cc(C)cc2oc1=O	9	0.6	2	i	5.7	-5	-1	0.1	-0.1
O=C1CSC(c2ccccc2F)N1CCN1CCCCC1 (stereo not given)	-12	0.3	4	24	-0.3	10	2	-0.7	1.4
C=CCOC(=O)c1ccc(-n2cncn2)nc1	-3	1.4	6	0	1.5	14	-1	1.6	1.1
O=C1Nc2ccc(Cl)cc2[C@@](C#CC2CC2)(C(F)(F)F)O1	6	-1.3	-6	17	-1.0	nt	1	1.1	-3.7
COc1cccc(CNC(=O)CCC2CCCN(C(=O)c3ccoc3C)C2)c1 (stereo not given)	-11	0.7	0	-1	0.3	1	-4	-0.3	-0.5
Cc1cccc(OCc2nc(C#N)c(N3CC(C)CC(C)C3)o2)c1 (stereo not given)	-8	0.2	3	15	1.4	-10	-3	-0.1	0.0
Cc1cc2c(NCC(C)O)ncnc2s1 (stereo not given)	-19	0.7	1	26	0.1	-1	-1	0.6	-0.1
C/C(Sc1nnc(Cc2ccccc2)o1)=C(/O)c1ccccc1	-15	-1.3	4	-4	1.2	16	2	0.1	-0.5
Cc1ccc(-n2nc(C)c3c2OC(N)=C(C#N)C3c2ccc(F)cc2)cc1 (stereo not given)	-23	-0.5	5	8	-1.7	10	-3	0.4	0.3
Cc1ccc2nc3c(cc(S(=O)(=O)c4ccccc4)c(=N)n3Cc3ccco3)c(=O)n2c1	-5	0.5	4	-460	0.8	12	-2	0.3	1.7
O=C(CNCC1CCCO1)N1CCCCCC1 (stereo not given)	-16	0.7	-1	-28	0.0	38	-3	0.6	1.7
COc1ccc(OC)c(N2CC(O)=C(c3nc4ccccc4s3)C2=N)c1	-19	0.3	4	23	-0.7	-17	-2	0.2	0.1
CNC(=O)C1=C(C)n2c(nc3ccccc32)NC1c1ccc(OC)cc1 (stereo not given)	-13	-0.1	3	-3	-0.9	10	3	-0.4	0.4
O=C(O)C1CC=CCC1C(=O)Nc1ccccc1C(=O)N1CCN(c2ccc(Cl)cc2)CC1 (stereo not given)	-8	0.5	2	-17	1.0	43	-3	0.3	0.8
CC(=O)C1=C(O)CC(c2ccccc2)CC1=NCCc1c(C)[nH]c2ccccc12 (stereo not given)	10	0.9	6	-14	-1.2	-74	3	0.1	-0.1
COc1ccc(C(=O)CC(=O)O)c2c1C=CC(C)(C)O2	-3	0.3	6	-68	0.7	0&16	0	0.7	2.3
COc1ccc(/C=C2/SC(=O)N(CCCCCC(=O)Nc3ccccc3C(=O)O)C2=S)cc1	-16	0.6	2	-20	0.9	-43	-2	2.4	-0.4
Cc1cc(OCC(=O)NCCCN2CCOCC2)cc(C)c1Cl	1	0.1	5	nt	-1.6	-36	3	0.3	0.4
Cc1ccc(N(C)S(=O)(=O)c2cccc(C(=O)NC3=NCCS3)c2)cc1	0	0.7	1	-11	-2.1	-52	0	-0.2	-0.2
C=CCn1c(=O)/c(=C/c2ccc(O)cc2)s/c1=C(/C#N)c1nnc2n1CCCCC2	4	0.7	6	-54	-0.2	-55	6	0.6	0.7
Cc1ccnc(NS(=O)(=O)c2ccc(NS(=O)(=O)c3ccccc3)cc2)n1	-16	0.4	3	-5	-1.5	34	-4	0.8	-1.1
COc1ccc(N2CCN(C(=O)CCCC3=NS(=O)(=O)c4ccccc4N3)CC2)cc1	-16	0.8	24	-26	0.7	14	20	-0.3	1.6
Cc1ccc(NC(=O)c2ccc(CSc3nnnn3C)cc2)cc1	-19	0.8	5	-27	0.7	-5	-2	0.9	0.9
Cc1cc(C)cc(NC(=O)COc2ccc3c(C)c(Cc4ccccc4)c(=O)oc3c2)c1	-7	0.8	-1	-38	1.3	16	-3	0.8	-0.1
COC(=O)c1ccc(NC(=O)CSc2nc3cccnc3n2C)cc1	-16	2.5	9	-15	-0.9	-37	6	-0.5	6.2
CC1(C)CC(=O)C(C=NCCN2CCNC2=O)=C(O)C1	-5	0.1	4	-17	0.9	28	-2	0.0	1.3
COc1ccc(N2CCN(C(=O)CCn3nnc4ccccc43)CC2)cc1	-1	-0.5	5	-6	1.2	16&-7	0	-0.8	0.3
CCCOc1ccc(-c2cnc(N)s2)cc1	-16	-0.3	8	-26	0.1	-7	-2	0.0	-1.1
Cc1onc(-c2ccccc2)c1CNC(=O)Nc1ccc(C(F)(F)F)cc1	4	8.1	-4	6	0.8	-35	-1	-1.0	13
CCOc1ccc(S(=O)(=O)NCC2CCCO2)c2cccnc12 (stereo not given)	-8	-0.1	3	-89	4.0	-2	4	-0.8	5.8
Cc1ccc(C(=O)O)cc1-c1ccc(C=C2C(=O)c3ccccc3C2=O)o1	-11	0.4	1	-59	1.7	-51	-4	1.5	-0.6

Pulled by structure from the entries so far, two records:
SMILES	S1P4 antag	TRPML3 agonist	BaF3 parental	Calpain2 inh	S1P4 ag	EP2 modulator	Ba/F3 V617F tox	PERK inhibitor	zfTRPN1 agonist
Cc1cc(OCC(=O)NCCCN2CCOCC2)cc(C)c1Cl	1	0.1	5	nt	-1.6	-36	3	0.3	0.4
COc1ccc(N2CCN(C(=O)CCCC3=NS(=O)(=O)c4ccccc4N3)CC2)cc1	-16	0.8	24	-26	0.7	14	20	-0.3	1.6

Going on with the list:
SMILES	S1P4 antag	TRPML3 agonist	BaF3 parental	Calpain2 inh	S1P4 ag	EP2 modulator	Ba/F3 V617F tox	PERK inhibitor	zfTRPN1 agonist
N#CCCn1cc(C(=O)O)c(-c2cccs2)n1	-18	0.6	6	12	-3.1	-1	5	-0.2	1.3
CC(C)CCNC(=O)CCn1nc(-c2ccccc2)ccc1=O	-21	-0.2	6	1	-0.8	9	1	0.4	-0.3
O=C(O)C1CCCCC1C(=O)Nc1ccc2c(c1)CCC2 (stereo not given)	-10	0.4	5	-9	1.4	6	1	0.7	0.7
O=C(NC1(C(F)(F)F)NC(=O)N(Cc2ccco2)C1=O)c1cccs1 (stereo not given)	-15	1.1	0	14	1.2	1	-6	0.5	0.1
COc1cccc(-c2nc(CS(=O)CC(=O)NCc3ccccc3)c(C)o2)c1 (stereo not given)	-7	-0.2	3	-4	0.2	16	-4	1.5	-0.2
Cc1cc(C)c(NC(=O)COC(=O)C2CCC(=O)N2)c(C)c1 (stereo not given)	3	-0.6	1	14	-1.8	11	5	-0.1	0.8
O=C(Nn1c(-c2ccncc2)nc2ccccc2c1=O)c1ccc(Br)cc1	2	0.8	6	-5	1.6	27	3	1.0	1.4
COc1ccc(NCC(O)Cn2c(C)c(C)c3ccccc32)cc1 (stereo not given)	16	-0.6	5	8	-2.9	-28	-3	0.5	-1.2
CCN(CC(=O)NCCc1ccc(S(N)(=O)=O)cc1)Cc1nc2ccccc2c(=O)[nH]1	-11	0.9	6	-21	-0.7	0	2	1.4	-0.6
O=C(COC(=O)c1cncc(Br)c1)NC1CCCC1	-4	0.6	7	-7	1.5	-8	3	2.0	0.0
C/C(=C\C(=O)c1ccc(Cl)cc1Cl)N(C)C	-8	1.0	6	0	0.4	-6	3	0.9	0.6
COc1ccc(C)cc1NS(=O)(=O)c1ccc(Br)s1	3	-0.2	5	33	-2.2	5	-1	0.8	-2.3
Cc1cnc(NC(=O)c2ccncc2)s1	-7	0.9	-1	22	-1.3	-25	-3	1.8	1.9
COc1cccc(NC(=O)COC(=O)CC(NC(N)=O)c2ccc(Cl)cc2)c1 (stereo not given)	-6	0.5	-7	-11	0.2	-15	-1	0.2	1.2
COc1ccc(COc2cc(-c3cccc(OC)c3)nc3ccc(NC(=O)c4ccc(OC)cc4)cc23)cc1	5	0.7	53*	-110	2.4	0	78*	-0.7	1.7
Nc1nnc(SCc2ccc(F)cc2Cl)s1	-8	-0.9	-1	3	-0.6	-15	-2	0.0	-1.1
Cc1cc2cc(CNC(=O)c3ccc(S(=O)(=O)N4CCCCC4)cc3)ccc2[nH]1	-8	0.1	3	-25	-1.0	1	0	-0.3	0.9
Cc1ccc(-c2cc(C(=O)NN)n[nH]2)o1	-4	-0.5	3	-18	1.0	-19	0	0.4	1.0
COC(=O)c1ccc(NC(=O)CSCc2ccccc2C)cc1	16	-0.2	1	7	-1.0	-21	-3	-0.1	-0.7
Cc1cc(N/N=C/c2cccc(Cl)c2)nc(-n2nc(C)cc2C)n1	-16	0.0	-1	-45	3.3	-13	-2	-1.4	1.4
COc1cccc(NC(=O)Nc2cccnc2)c1	0	0.4	3	13	0.7	-19	3	0.7	1.7
COc1ccccc1C(=O)Nc1ccccc1N1CCOCC1	-17	1.1	10	4	0.1	19	4	-0.4	2.6
COc1ccc(N2CCN(CC(O)COCCOc3ccc(Br)cc3)CC2)cc1 (stereo not given)	0	4.0	2	-3	-0.6	-26	-1	-1.2	1.1
FC(F)Oc1ccccc1/C=N/n1cnc2ccccc21	-11	0.0	8	7	-1.4	-23	-1	-0.1	-1.0
Cc1ccc(C(=O)N/C(=C\c2ccco2)C(=O)NCc2cccnc2)cc1	-14	1.0	4	0	-0.1	8	2	0.4	2.3
COc1ccc(-n2c(C)nc(=O)c(-c3ccccc3)c2C)cc1	-2	0.9	4	26	0.9	22	-1	0.6	-0.3
